# mcGAS RapidFire = inhibitors of mouse cGAS | Q8C6L5 | actives 0.18% (n = 130,000) | inhibition, % at 12.5 µM | recombinant mouse cGAS, cGAMP by RapidFire MS | AID 1259397;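 active = inhibition of cGAS enzyme activity at or above 60%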;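 also: enzyme stimulated by 45 bp dsDNA with ATP and GTP substrates; cGAMP share of summed cGAMP plus half ATP and half GTP signals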
# Target sequence (Q8C6L5 whole entry, looked up): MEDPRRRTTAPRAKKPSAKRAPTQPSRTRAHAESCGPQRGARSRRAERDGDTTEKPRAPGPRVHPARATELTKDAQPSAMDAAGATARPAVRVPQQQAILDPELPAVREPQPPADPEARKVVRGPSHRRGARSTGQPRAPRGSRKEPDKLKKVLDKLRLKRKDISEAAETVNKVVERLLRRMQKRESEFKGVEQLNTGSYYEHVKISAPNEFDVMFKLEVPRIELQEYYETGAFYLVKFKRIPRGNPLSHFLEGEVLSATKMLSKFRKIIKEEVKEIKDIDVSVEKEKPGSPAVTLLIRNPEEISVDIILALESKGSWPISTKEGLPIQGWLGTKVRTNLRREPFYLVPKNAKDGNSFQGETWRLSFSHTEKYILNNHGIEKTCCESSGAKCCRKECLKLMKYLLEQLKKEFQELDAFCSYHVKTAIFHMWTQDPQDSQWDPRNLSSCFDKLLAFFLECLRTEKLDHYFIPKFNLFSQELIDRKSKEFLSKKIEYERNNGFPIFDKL
# Active calls of the source: *; & = joins results of further samples. This is a subset. The share of hits here may be higher or lower than overall.
SMILES	mcGAS RapidFire
CC1(C(=O)NS(=O)(=O)c2ccccc2C(F)(F)F)CCN1C(=O)C1(c2ccccc2)CC1 (stereo unspecified)	-8.7
CCOC(=O)C1(CCCc2ccccc2)CCCN(Cc2nccn2CC)C1 (stereo unspecified)	-1.2
Cc1cc(NC(=O)CC(C)(C)C)no1	-16.7
Cc1n[nH]c(C)c1N	-2.6
Cc1cccnc1[C@H](C)NC(=O)c1c(C)nc2ncccn12	-17.4
COc1ccc2c(=O)c3c(oc2c1)C(=O)N(c1nccs1)C3c1ccccc1OC (stereo unspecified)	-9.2
CC(O)(c1cccc(F)c1)c1nc(-c2cnc3ccccc3c2)cs1 (stereo unspecified)	3.8
CCCn1cc(NC(=O)CC23CC4CC(CC(O)(C4)C2)C3)ccc1=O	-15.3

# Other results
SMILES	mcGAS RapidFire
O=C(CN1CCCCCCC1=O)Nc1ccnc2ccncc12	-8.3
O=c1c2nnn(Cc3ccc(F)cc3)c2ncn1Cc1ccccc1Cl	7.4
CC(C)CC(C(=O)OCC(=O)c1ccc(Cl)cc1Cl)N1C(=O)C2C3C=CC(C4CC34)C2C1=O (stereo unspecified)	-4.2
O=c1oc2c(CN3CCN(CCO)CC3)c(O)ccc2cc1-c1ccccn1	-9.6
COc1ccc(CC(=O)Nc2n[nH]c(-c3ccc(C)cc3)n2)cc1	2.5
CN(Cc1n[nH]c2c1CCC2)c1cc(NC2CC2)nc(N)n1	-21.1
CON(C)C(=O)c1cccc(S(=O)(=O)NCc2ccccc2)c1	-9.2
Cn1c(=O)oc2ccc(C(=O)N3CCCC4(CC3)CNC(=O)O4)cc21 (stereo unspecified)	-9.3

# Going on with the list:
SMILES	mcGAS RapidFire
CC(C(=O)NC1(c2cccc(Br)c2)CC1)n1ccnc1 (stereo unspecified)	-3.7
COc1cn2c(cc1=O)C(=O)N(CCNC(=O)c1ccc(Cl)cc1Cl)CC2	-6.3
Cc1nc(SCCCCSc2n[nH]c(C)n2)n[nH]1	-29.4
CC1(C(=O)NCC2CCCCC2)CCN1C(=O)c1ccco1 (stereo unspecified)	-9.7
CC(C(=O)N(C)C)N(C)Cc1ccccc1C(=O)O (stereo unspecified)	-11.8
CC(Nc1cccc(C(N)=O)c1)c1ccc(F)cc1 (stereo unspecified)	1.1
CCOc1cccc(CN2CCC(C(=O)Nc3ccc(-n4nc(C)cc4C)cc3)CC2)c1	-1.3
CSc1ncc(C(=O)Nc2cc(C(C)(C)C)nn2C2CCS(=O)(=O)C2)n1-c1ccc(F)cc1 (stereo unspecified)	-2.1

# (next part)
SMILES	mcGAS RapidFire
CC(NC(C)c1cccc(Cl)c1)C(=O)N(C)C1CCS(=O)(=O)C1 (stereo unspecified)	-2.5
O=C(Nc1nccs1)C1CCCCC1	-7.2
COc1cc(-c2nc(C(N)=O)c3[nH]c(=O)n(-c4ccc(C)cc4)c3n2)cc(Br)c1O	-5.1
CCN1CCN(C(=O)C(NC(=O)c2cc(-c3cc(C)ccc3C)on2)C(C)C)CC1 (stereo unspecified)	-10.3
Cn1cc(C2=NN(c3nc(-c4ccccc4)cs3)C(c3cnn(C)c3)C2)cn1 (stereo unspecified)	-10.1
COC(=O)C1C(=O)c2cccnc2C1=O (stereo unspecified)	-7.1
O=S(=O)(NCc1ccncc1)c1ccc(F)c(C(F)(F)F)c1	-2.4
Cn1ncc2cc(NC(=O)c3cccc(CN4CC=CCC4)c3)ccc21	-1.4

# Continuation:
SMILES	mcGAS RapidFire
COc1cc(C)sc1C(=O)Nc1ccc(CN(C)C)c(F)c1	-5.8
CCOc1cccc2c1OCC(C(=O)Nc1ccccc1F)=C2	-10.4
Cc1cc(C(=O)N(Cc2nccn2C)C(C)C)sc1C	-20.4
COc1ccc(-c2nn(-c3ccccc3C)cc2CN2CCCO2)cc1F	-8.5
O=c1[nH]c(SCc2cccc(Cl)c2)nc2c1cnn2CCO	-20.8
CC(C)(NC(=O)C1C2CCCC21)c1ccc2c(c1)OCCO2 (stereo unspecified)	-16.2
CC(Sc1ncc2ccccn12)C(=O)NCc1ccco1 (stereo unspecified)	-11.4
Cc1noc(C)c1C(C)NC(=O)C(c1cc(Cl)cc(Cl)c1)N(C)C (stereo unspecified)	-1.0

# Continuation.
SMILES	mcGAS RapidFire
CCc1cc2c(SCC(=O)c3[nH]c(C)c(C(C)=O)c3C)ncnc2s1	-8.7
CCn1nc(CNC(=O)c2cccc(C3CCNC3)c2)c2ccccc21 (stereo unspecified)	-4.7
CCCC1C(=O)N2C(N(C)C)=Nc3ccc(C)cc3N2C1=O (stereo unspecified)	3.3
O=C1Nc2ccccc2C1=Nc1ccc(Br)cc1	-2.3
CN(C)c1cnccn1	-2.7
CCc1ccc(C2COCCN2c2ncnc3[nH]ncc23)o1 (stereo unspecified)	-8.4
Cc1ccc2oc(C(=O)N3CCCC(O)C3)c(C)c2c1 (stereo unspecified)	9.6
CCNc1ncc(C(=O)N2CCC(c3[nH]ncc3-c3cccc(F)c3)CC2)cn1	-4.6

# New compounds follow.
SMILES	mcGAS RapidFire
CC(=O)Nc1cccc(-c2ccc(C(=O)Nc3cccnc3)o2)c1	-22.8
Cc1cc(C(=O)N2CCC3(CCCN(Cc4ccc(F)c(F)c4)C3)C2)no1 (stereo unspecified)	0.2
Cc1ccc(C2CC(c3cccs3)=NN2C(=O)CCC(=O)O)o1 (stereo unspecified)	-1.2
CSc1cc2c(cc1NCc1cnc(C)s1)OCCO2	-3.4
Cn1cc(CN2CCC(C(O)c3nccn3C)CC2)c(-c2ccc3c(c2)OCCO3)n1 (stereo unspecified)	-9.6
COc1cccc(C2=N/C(=C\C=C\c3ccccc3OC)C(=O)O2)c1	3.0
C=CCNc1nc(C2(C)CC3(CC(COCCCCC)OC3=O)C(=O)O2)cs1 (stereo unspecified)	4.1
CC1=NN(CCC(C)C)c2nc3c(c(=O)n(CCC(C)C)c(=O)n3C)n2C1	0.1

# Next part.
SMILES	mcGAS RapidFire
CC(=O)N1N=C(c2ccccc2Cl)OC1C(=O)NN1CCCC1 (stereo unspecified)	-11.9
Cc1nc2sccn2c1-c1nc(-c2ccc(Cl)cc2Cl)cs1	2.5
Cc1ccc2occ(/C=N\NC(=O)CCC(=O)Nc3cccc(C(=O)O)c3)c(=O)c2c1	3.0
O=S(=O)(N1CCN(c2ccccc2)CC1)C(F)(F)C(F)(F)C(F)(F)C(F)(F)F	-10.7
O=C(c1ccco1)c1conc1C(=O)c1ccc(Br)cc1	-9.9
Cc1cc2nc(N(Cc3ccccn3)C(=O)Cc3ccc(S(C)(=O)=O)cc3)sc2cc1C	-7.7
Cc1cccc(-c2ccc(C(=O)NC3CCN(C)C3)c(=O)[nH]2)c1 (stereo unspecified)	-3.2
CN1CCc2c(c3cc(Br)ccc3n2CC(=O)Nc2ccc3[nH]ncc3c2)C1	-2.8

# (cont.)
SMILES	mcGAS RapidFire
FC(F)(Cl)C(F)(F)Cl	-1.9
Cc1cnn(CC2CCCN2CCn2cncn2)c1 (stereo unspecified)	-9.1
NCc1ccsc1-c1ccccc1	-3.7
COc1cccc2c1nc(N)n[n+]2[O-]	3.2
O=C(CSc1nnc(-c2ccccc2)n1-c1ccccc1)N/N=C\c1cccc(Cl)c1	-13.0
Cc1cccc(N2CC(NC(=O)c3cnc(C4CC4)[nH]c3=O)CC2=O)c1 (stereo unspecified)	-2.2
Cc1nn(C)c(Cl)c1CN1CCC2(CC1)Nc1ccccc1C(=O)N2C1CCCC1	-3.3
Cc1cc(C)n2nc(SCc3cn4cccc(C)c4n3)nc2n1	-4.0

# Among those listed so far, these have a tert-butyl group:
SMILES	mcGAS RapidFire
Cc1cc(NC(=O)CC(C)(C)C)no1	-16.7
CSc1ncc(C(=O)Nc2cc(C(C)(C)C)nn2C2CCS(=O)(=O)C2)n1-c1ccc(F)cc1 (stereo unspecified)	-2.1

# Remaining list, next part.
SMILES	mcGAS RapidFire
CCOCCCC(=O)N1CCC(C(O)c2ccc(F)cc2)CC1 (stereo unspecified)	-9.0
NC(=O)c1cccc(Nc2nc(C(N)COCc3ccccc3)cs2)n1 (stereo unspecified)	-12.6
CC1CCC(O)(CSc2nnc(-c3ccncc3)n2C2CC2)CC1 (stereo unspecified)	-3.1
CC(C)C1=Nc2nnnn2C(c2ccc(Br)cc2)C1C (stereo unspecified)	-26.3&-13.8
COC(=O)c1cc(C(C)C)nc2c1c(-c1ccc(F)cc1)nn2C1CCS(=O)(=O)C1 (stereo unspecified)	-9.0
CNS(=O)(=O)c1cc(C(=O)NC2CC2C2CCCCC2)c(C)o1 (stereo unspecified)	-16.5
Oc1ccc(O)c(CN2CCCn3cccc3C2c2cccc(F)c2F)c1 (stereo unspecified)	-1.6
CC(Sc1nnc(COc2ccc(Cl)cc2)n1C)C(N)=O (stereo unspecified)	1.0

# (continued)
SMILES	mcGAS RapidFire
Cc1cccn2c(=O)nc(SCc3ccc(Cl)cc3Cl)nc12	-0.7
CS(=O)(=O)CC(=O)N(Cc1ccccc1)CC1CCC1	-10.4
C=CCC(C)(C)CN(C)Cc1ncc[nH]1	-36.0
Cc1oc(-c2ccccc2)nc1CN1CCCC(O)(C(F)(F)F)C1 (stereo unspecified)	-0.4
CCS(=O)(=O)N(Cc1ccccc1OC)c1ccc(OC)cc1	-9.8
Cc1ccc(-c2ccc(-c3nnco3)cc2)c(-n2cccn2)c1	-4.5
Cc1ccc(C)c(OCC(=O)N2CCN(S(=O)(=O)c3ccc(F)cc3)CC2)c1	2.0
N#C/C(=C\N1CCC(C(N)=O)CC1)C(=O)Nc1cccc(Cl)c1	-10.9

# Further entries follow.
SMILES	mcGAS RapidFire
CN(Cc1cc2cc(F)ccc2[nH]1)C(=O)C1CNCCO1 (stereo unspecified)	-5.4
CC(C)NC(=O)C1CCN(C2CCN(Cc3cnn(C(C)C)c3)CC2)CC1	-5.4&-3.1
Cc1ccc(N2C(N)=NC(N)=NC2(C)C)cc1	10.0
COc1ccc(Cl)cc1Cn1c(C)c(C(=O)NCc2cccc([N+](=O)[O-])c2)sc1=O	-3.9
CCOc1ccccc1NC(=O)CCNC1CCS(=O)(=O)C1 (stereo unspecified)	-9.1
O=C(NCC1(c2ccccc2)CCOCC1)c1cn(Cc2ccc(Cl)cc2)nn1	-3.0
CSCCC(NC(=O)c1ccco1)C(=O)NCC1CCCCC1 (stereo unspecified)	1.5
CCOCCn1c(=O)c2c(nc3n(CCOCC)c(C)cn23)n(C)c1=O	-9.1

# More compounds:
SMILES	mcGAS RapidFire
CN(Cc1ccoc1)Cc1cccc(C(=O)Nc2ccc3c(c2)COC3)c1	-7.7
COc1ccc(C)cc1NC(=O)C(NCC1CCCO1)c1ccccc1 (stereo unspecified)	-1.5
Cc1cnc2c(c1NCCCn1ccnc1)c(=O)n(C)c(=O)n2C	-7.2
COC(=O)c1cn(C(=O)c2ccccc2)c2ccccc12	2.1
COc1ccccc1-c1ncc(CN2CCCC2c2ccccn2)s1 (stereo unspecified)	-2.1
O=C(Nc1ccccc1Oc1cccnc1)C1CCCN(C(=O)/C=C/c2ccccn2)C1 (stereo unspecified)	-8.7
C#CCSc1ncnc2nc[nH]c12	4.5
O=C(CCc1ccsc1)N1CCCC1c1ccc(O)cc1 (stereo unspecified)	-16.8

# (further entries)
SMILES	mcGAS RapidFire
Fc1ccc(CC2CCN(Cc3nc(Cc4cccc(F)c4)no3)CC2)cc1	-1.6
COc1ccc(C2=Nc3nnnn3C(c3cccc4ccccc34)C2)cc1 (stereo unspecified)	-1.3
CC(NC(=O)c1ccc(S(=O)(=O)NCc2ccco2)cc1)c1ccc(S(N)(=O)=O)cc1 (stereo unspecified)	-4.9
CCc1noc(CN(CC(N)=O)CC(C)C)n1	-4.9
O=S(=O)(Nc1cccnc1)c1ccc(Br)c2ccccc12	-0.7
N#CCSc1ccc(-c2cccnc2)nn1	-10.9
O=C(c1cccs1)c1coc2ccc(Cl)cc2c1=O	-6.8
COc1cc(C#N)cc(Cl)c1O	-8.0

# Next structures follow:
SMILES	mcGAS RapidFire
CCCN1CCC(C)(C(=O)Nc2cccc3cccnc23)C1 (stereo unspecified)	-2.4
COc1ccc(NC(=O)CNc2cc3c(cc2Cl)OCCCO3)cc1Cl	2.8
O=C(O)CN1C(=O)/C(=C2/C(=O)N(CC(=O)O)c3ccccc32)SC1=S	3.9
COc1cc(OC)c(NC(=O)c2cc(-c3ccco3)nc3onc(C)c23)cc1Cl	0.0
CC(=O)N1CCC(N2CCN(c3nc(-c4ccccc4)nc4c3CCC4)CC2)CC1	-1.7
CC1CCCN(C(=N)N)C1 (stereo unspecified)	-9.4
CN(Cc1ccncc1)C(=O)C1CC(=O)N(C)c2ccccc21 (stereo unspecified)	1.8
CCOc1ccccc1-c1ncnc2scc(C)c12	-15.8

# Continuation:
SMILES	mcGAS RapidFire
CC(C)CC(O)C(=O)N1CCn2nc(C(=O)Nc3ccccc3)cc2C1 (stereo unspecified)	-10.7
C=c1oc(C)cc1=C1NN=C(CCC(=O)NC(c2cccnc2)C(F)(F)F)O1 (stereo unspecified)	-5.9
Cc1cccc(-c2cn[nH]c2C2CCN(C(=O)C3=NNC(=O)CC3)CC2)c1	-20.8
COc1ccc2c(C)c(CC(=O)N3[C@@H]4CC[C@H]3CNC(=O)C4)c(=O)oc2c1	-9.5
Cc1cc(C)nc(N/N=C2/CCCCC2C)n1 (stereo unspecified)	3.5
CC(CC(C)C)=NNc1ccc(S(N)(=O)=O)cc1[N+](=O)[O-]	-8.0
Cc1ccc(-n2ncc3c(=O)n(NC(=O)c4ccc(C)c([N+](=O)[O-])c4)cnc32)cc1C	-3.1
Cc1nc(S(=O)(=O)N2CCN3CCCC3C2)cn1C (stereo unspecified)	-1.9

# (cont.)
SMILES	mcGAS RapidFire
CC(=O)N1CCc2cc(Br)cc(S(=O)(=O)CCC(=O)N3CCCc4ccccc43)c21	-5.5
Cc1c(Cl)cccc1NC(=O)NCC1(O)CCCNCC1 (stereo unspecified)	-26.8
Cc1ccc(CN2C(=O)C(C)ON=C2c2ccc(N(C)C)cc2)cc1 (stereo unspecified)	4.4
CCOC(=O)c1nn(-c2ccccc2C)c(=O)cc1OS(=O)(=O)c1cc(C)c(OC)cc1C	4.5
CCn1c(CNc2ccc(N3CCN(C)CC3)cn2)nc2ccccc21	0.0
c1ccc2c(c1)ncn2CCC1CCCCC1	-5.5
OCCNCCCNCC1CCCCC1	-3.1

# Screening results from PubChem BioAssay.
